# Thrombin inh – blocks human thrombin protease activity | inhibition, % at 5 µM | 220,000 compounds, 0.26% hits | alpha-thrombin, Boc-VPR-AMC fluorogenic substrate cleavage;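 active means inhibition at or above 40%; inactive means inhibition below 40%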;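 further: 0% = enzyme with no compound and 100% = wells without enzyme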
#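 Material: human alpha-thrombin enzyme / Medium: pH 7.5 Tris (50 mM) with NaCl 150 mM, Tween 20 0.05% / Compound: single-point dosing at 5 µM, 0.2% DMSO / Incubation: enzyme reaction carried out at room temperature / Detection: AMC fluorescence, 355/460 nm / Read-out basis: percent inhibition scaled between no-compound controls and no-enzyme blanks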
# Furin inh – human furin inhibition; purified furin, fluorogenic substrate cleavage; inhibition, % at 30 µM; P09958; 220,000 compounds, 0.061% hits; in the data active means inhibition above about 25%; further: inactives centre near -15
# TRPML3 agonist – human mucolipin-3 channel agonism. HEK293 TRPML3-YFP, Fluo-8 calcium fluorescence; 100% = the carbachol control signal. Q8TDD5. 220,000 compounds, 0.29% hits. activation, % at 3 µM;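 active means activation above its plate's cutoff, the mean activation of the plate's test wells plus 3 SD, cut at about 12% in these data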;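 further: 0% = DMSO only wells and 100% = carbachol wells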
# Target sequence (Q8TDD5 whole entry, looked up): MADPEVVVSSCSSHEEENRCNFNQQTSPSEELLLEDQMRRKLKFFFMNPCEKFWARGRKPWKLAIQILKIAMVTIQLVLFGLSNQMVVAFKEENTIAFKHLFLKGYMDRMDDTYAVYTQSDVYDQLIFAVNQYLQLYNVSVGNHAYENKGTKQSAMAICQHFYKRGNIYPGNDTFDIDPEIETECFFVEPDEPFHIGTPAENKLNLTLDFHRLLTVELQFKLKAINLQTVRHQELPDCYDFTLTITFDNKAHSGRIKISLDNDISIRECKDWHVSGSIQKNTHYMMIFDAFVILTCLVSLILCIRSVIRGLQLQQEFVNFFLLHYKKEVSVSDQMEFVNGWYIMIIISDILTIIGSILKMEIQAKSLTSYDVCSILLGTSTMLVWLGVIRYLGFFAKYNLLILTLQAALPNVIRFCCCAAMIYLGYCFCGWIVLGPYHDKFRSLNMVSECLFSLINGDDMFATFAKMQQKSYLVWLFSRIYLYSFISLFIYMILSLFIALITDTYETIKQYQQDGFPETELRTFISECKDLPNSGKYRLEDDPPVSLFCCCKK
#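 Test system: HEK293 cells stably carrying human TRPML3-YFP; Doses: single dose, 3 µM final nominal compound, 0.3% DMSO final; Schedule: dye loading 1 h 37 °C then 30 min ambient, 125 s read; Technique: Fluo-8 calcium fluorescence; Benchmarks: high control carbachol 87 µM, low control DMSO.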
# PPC-1+TRAIL kill – compounds killing PPC-1 cancer cells with TRAIL present (potentiator screen, no TRAIL-free arm); PPC-1 cells + TRAIL, ATPLite viability luminescence; 220,000 compounds, 0.41% hits; AID 1443; cell killing (% activity), % at 4 µM;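 active means cell killing above 50% in the first pass at 4 µM, then a duplicate retest at 5 µM averaging 50% or more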;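 further: plate controls were cells with TRAIL plus DMSO for no effect and medium-only wells lacking cells for full effect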
# Calpain2 inh – inhibitors of pig calpain II. purified calpain II, fluorogenic peptide substrate, 30 min. inhibition, % at 16 µM. 220,000 compounds, 0.37% hits;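 active means inhibition above about 50%, limit read from the data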
# TRPN1 ag – activates the zebrafish TRPN1 channel; HEK293 zebrafish TRPN1-YFP, Fluo-8 calcium fluorescence; 100% = response to 87 µM carbachol; activation, % at 3 µM; 220,000 compounds, 0.18% hits; AID 1424;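 active means activation above its plate's cutoff, the mean activation of test wells on that plate plus 3 SD, cut at about 19% in these data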;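 further: 0% = DMSO alone and 100% = 87 µM carbachol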
#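 System: zebrafish TRPN1-YFP in HEK293 cells / Dosing: 3 µM single point / Timing: dye loading 1 h at 37 °C, then 30 min room temperature / Signal: Fluo-8 calcium fluorescence, excitation 470-495 nm, emission 515-575 nm / Read-out basis: percent activation from peak over basal fluorescence ratio, control-normalized / Control set: high carbachol 87 µM, low DMSO alone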
# EBV gp42 block – inhibitors of Epstein-Barr virus glycoprotein 42; Q1HVG2; Fluorescence polarization binding assay, mP read-out; inhibition, % (tested at 21.74 µM); 220,000 compounds, 0.42% hits; in the data active means inhibition above about 50%
# Target sequence (Q1HVG2 whole entry, looked up): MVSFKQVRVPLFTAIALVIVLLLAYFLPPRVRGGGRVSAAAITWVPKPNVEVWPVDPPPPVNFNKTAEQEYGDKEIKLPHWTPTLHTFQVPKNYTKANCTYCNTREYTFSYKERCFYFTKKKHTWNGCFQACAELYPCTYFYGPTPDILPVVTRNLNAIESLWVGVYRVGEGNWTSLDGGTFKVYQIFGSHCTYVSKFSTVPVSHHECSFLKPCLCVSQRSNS
# KCC2 mod – KCC2 (human) Cl- transport modulation; Q9H2X9; KCC2 cells, thallium flux FluoZin-2 fluorescence; B-score of Tl+ flux slope (higher = more flux/activation; lower = inhibition) at 10 µM; 190,000 compounds, 2.2% hits;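 active means thallium flux slope and its plate-corrected score both differing from the plate sample mean at a set confidence after two filtering rounds, in either direction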;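 further: slope of fluorescence scaled to starting intensity during 10 to 20 s after thallium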
# TbHK1 inh – T. brucei hexokinase 1 inhibition; recombinant TbHK1, G6PDH-coupled NADH A340; inhibition, % at 10 µM; 220,000 compounds, 0.11% hits;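 active means inhibition of 50% or more in the single-dose primary screen; inactive means inhibition below 50%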
# * marks the source's active call; other numbers are inactive results; nt = no result given; [ ] = dose if it differs, or a comment.
1. COc1cc(CC(=O)OC2CCOC2=O)cc(OC)c1OC (stereo not drawn)
2. CC(=O)NCCn1c(SCC(=O)c2ccccc2)nc2ccccc2c1=O
3. CCOC(=O)c1c(-c2ccccc2)csc1NC(=O)CSc1nnnn1C
4. CN1CCN(C(=O)C2(NC(=O)Nc3cccc(F)c3)CCCCC2)CC1
5. O=C(CSCc1ccc(Cl)cc1)NCc1ccc2c(c1)OCO2
6. CC(=O)OCCNc1cc(SC(C)C)c2nonc2c1[N+](=O)[O-]

Assay by compound	1	2	3	4	5	6
Thrombin inh	2	4	-3	-1	0	-8
Furin inh	-24	-43	-13	-3[20 µM]	-1[20 µM]	-22
TRPML3 agonist	0.2	-0.1	-0.3	-0.2	-0.9	0.8
PPC-1+TRAIL kill	-2	-1	8	6	0	10
Calpain2 inh	-16	10	-11	-2	-14	-13
TRPN1 ag	-0.9	0.4	-0.7	-0.5	-1.3	0.5
EBV gp42 block	-5	-2	-4	-6	-7	-7
KCC2 mod	-0.066	-0.46	-4.7*	-0.47	-1.8	-0.28
TbHK1 inh	2	-1	3	1	-4	-13

7. CC(C(Sc1ccccc1N)c1ccccc1)[N+](=O)[O-] (stereo not drawn)
8. Cn1cnnc1Sc1ccc(C(=O)OCC(=O)NC2CC2)cc1[N+](=O)[O-]
9. Cc1ccc([N+](=O)[O-])c(OCC(=O)OCC(=O)c2ccccc2)c1
10. COc1cc(OC)c(NC(=O)c2c(-c3ccccc3)noc2C)cc1Cl
11. CCN1CCN(C(=S)c2ccc(Br)cc2)CC1
12. N#C/C(=C\c1ccc([N+](=O)[O-])o1)C(=O)Nc1ccc(F)cc1

Assay by compound	7	8	9	10	11	12
Thrombin inh	2	-13	-5	-5	5	7
Furin inh	-18	2	-12	-27[20 µM]	-15	-10
TRPML3 agonist	0.4	0.3	0.1	-0.3	0.5	1.9
PPC-1+TRAIL kill	17	14[5 µM]	-6	12	8	25
Calpain2 inh	-4	20	-23	-53	-2	-37
TRPN1 ag	-0.8	0.9	-2.4	-0.5	0.3	6.0
EBV gp42 block	-26	-3	-12	-8	-6	6
KCC2 mod	0.18	0.33	-0.93	0.11	0.21	0.27
TbHK1 inh	-12	-16	-6	8	-2	-17

# Printed as active in KCC2 mod, among the entries above:
cpd | SMILES | Thrombin inh | Furin inh | TRPML3 agonist | Calpain2 inh | EBV gp42 block | KCC2 mod | TbHK1 inh
3 | CCOC(=O)c1c(-c2ccccc2)csc1NC(=O)CSc1nnnn1C | -3 | -13 | -0.3 | -11 | -4 | -4.7* | 3

# Remaining list, next part
13. Cn1c(C(=O)N2CCN(c3ncccn3)CC2)cc2c(=O)n(C)c3ccccc3c21
14. CCc1ccccc1NC(=O)CSc1nnc(CCNC(=O)OC(C)(C)C)o1
15. CN(C)CCCN1c2ccccc2CCc2ccc(Cl)cc21
16. CCOC(=O)c1ccc(N2CCOCC2)c(NC(=O)COCC(=O)O)c1
17. CCN(CC)S(=O)(=O)c1cccc(NC(=O)c2ccc(C#N)cc2)c1
18. COCCOC(=O)C1=C(C)Nc2cc(=O)[nH]c(=O)n2C1c1cccc([N+](=O)[O-])c1 (stereo not drawn)

Assay by compound	13	14	15	16	17	18
Thrombin inh	0	-8	nt	-7	17	1
Furin inh	-14	-13	-12	-11	-20	-15
TRPML3 agonist	0.4	0.4	1.9	-0.2	1.9	-0.5
PPC-1+TRAIL kill	-14	4	13	18	20	19
Calpain2 inh	12	-10	16	4	24	-12
TRPN1 ag	1.7	0.0	2.0	0.6	5.2	-1.2
EBV gp42 block	0	6	-4	-4	-9	-31
KCC2 mod	-0.62	-1.5	1.1	nt	0.69	nt
TbHK1 inh	1	5	1	3	1	-10

19. CCCCCC(=O)N/N=C/c1ccc(N(C)C)cc1
20. CC(C)(C)c1cc(Cl)c(O)c(NC(=S)NC(=O)c2cccnc2)c1
21. COc1ccc(OCC(=O)Nc2ccccc2-c2ccccc2)cc1
22. C=CCNC(=O)c1ccccc1Cl
23. CC(C)NC(=O)c1cc(C(=O)c2cc(Cl)ccc2O)coc1=N
24. COc1cccc(C2c3c(oc4cc(C)c(C)cc4c3=O)C(=O)N2CCCN(C)C)c1 (stereo not drawn)

Assay by compound	19	20	21	22	23	24
Thrombin inh	-4	-14	-8	-4	2	-4
Furin inh	-4	-18	-1	-13	-18	-17
TRPML3 agonist	-0.6	0.7	0.9	0.9	-0.5	0.8
PPC-1+TRAIL kill	3	-2	-7	-8	6	10
Calpain2 inh	-126	5	35	18	-41	-19
TRPN1 ag	-2.5	0.5	-1.2	2.7	-1.2	1.5
EBV gp42 block	49	0	3	1	-15	-4
KCC2 mod	0.93	2.1	-2.6	-0.93	0.58	0.8
TbHK1 inh	-45	-14	10	20	-11	-6

25. Cc1ccc(C(=O)N2CCCC(C(=O)c3ccc(Oc4ccccc4)cc3)C2)cn1 (stereo not drawn)
26. CCCSC(=S)c1c(C)[nH]n(-c2ccccc2)c1=O
27. COc1cc(C(=O)NCCC(=O)NC(C)C)cc(OC)c1OC
28. CC(C)(C)c1ccccc1NC(=O)c1c(O)c2cccc3c2n(c1=O)CC3
29. COCCCNC(=O)c1ccc(Cn2c(=O)c3ccccc3n(CC(=O)NCc3ccco3)c2=O)cc1
30. CN(C)CCNC(=O)c1ccc(CS(=O)(=O)c2c(Cl)cccc2Cl)o1

Assay by compound	25	26	27	28	29	30
Thrombin inh	-11	0	nt	1	-7	2
Furin inh	-20	-9	-3	-14	-21	-31
TRPML3 agonist	2.8	4.7	0.2	0.6	0.6	0.1
PPC-1+TRAIL kill	13	15	22	-6	3	-2
Calpain2 inh	-5	12	8	-48	-14	-18
TRPN1 ag	5.4	9.0	-0.7	0.0	0.3	1.2
EBV gp42 block	-1	-15	-12	-17	1	-18
KCC2 mod	-1.9	nt	-0.35	0.3	-0.43	nt
TbHK1 inh	-11	-13	-3	-2	-1	-4

31. NC(=NC(=O)c1cccc(C(F)(F)F)c1)c1ccc(C(F)(F)F)cn1
32. COc1cc(OC)cc(C(=O)NCCN2CCOCC2)c1
33. CCc1ccc(NC(=O)C(C)OC(=O)c2cc(=O)[nH]c3ccc(S(=O)(=O)Nc4ccc(F)cc4)cc23)cc1 (stereo not drawn)
34. CCOC(=O)c1ccccc1NC(=O)c1cn(-c2ccc(OC)cc2)c(=O)c2ccccc12
35. Cn1cc(CN2CCCC(CO)C2)c(-c2ccc(Oc3ccccc3)cc2)n1 (stereo not drawn)
36. Nc1nc(SCC(=O)NC2CCCCCC2)[nH]c(=O)c1-c1ccccc1

Assay by compound	31	32	33	34	35	36
Thrombin inh	10	9	0	-10	-17	-1
Furin inh	-1	-15[20 µM]	-20	-8	-26	-20[20 µM]
TRPML3 agonist	0.1	0.6	0.5	1.1	1.2	0.5
PPC-1+TRAIL kill	28	22	10	9	1	18
Calpain2 inh	28	45	0	-9	1	9
TRPN1 ag	-0.8	-2.4	-0.5	-0.2	0.8	-1.2
EBV gp42 block	1	-2	15	5	-13	-5
KCC2 mod	1.1	-1.6	0.053	-0.35	nt	nt
TbHK1 inh	1	-2	19	26	6	-14

37. COc1cc(/C=C/C(=O)NCCN2CCOCC2)cc(OC)c1OC
38. CCOC(=O)COc1cc(-n2c(=S)[nH]c3ccccc3c2=O)c(Cl)cc1Cl
39. CC(C)OC(=O)c1cc2c(ccn2C)n1CC(=O)N1CCC(Cc2ccccc2)CC1
40. O=C(O)CSCNC(=O)C12CC3CC(CC(C3)C1)C2
41. O=C(NCc1cccc(CNC(=O)C(=O)NCc2ccco2)c1)C(=O)NCc1ccco1
42. Cc1ccc(Cl)cc1N(CC(=O)NCc1ccc2c(c1)OCO2)S(C)(=O)=O

Assay by compound	37	38	39	40	41	42
Thrombin inh	-1	-14	0	-10	-7	3
Furin inh	-16	-9	4[20 µM]	-16[20 µM]	-7	-31
TRPML3 agonist	1.2	0.2	0.6	1.2	-1.0	0.7
PPC-1+TRAIL kill	11	4	-8	18	2	18
Calpain2 inh	-68	37	-6	-38	-23	6
TRPN1 ag	-0.4	0.9	1.7	0.1	-3.0	-0.8
EBV gp42 block	-9	-7	-9	2	22	-4
KCC2 mod	0.17	4.3*	-5.7*	nt	1.4	nt
TbHK1 inh	20	0	0	5	-1	-8

# Part of the list above, reduced to TRPML3 agonist, TRPN1 ag and Calpain2 inh:
entry	smiles	TRPML3 agonist	TRPN1 ag	Calpain2 inh
38	CCOC(=O)COc1cc(-n2c(=S)[nH]c3ccccc3c2=O)c(Cl)cc1Cl	0.2	0.9	37
39	CC(C)OC(=O)c1cc2c(ccn2C)n1CC(=O)N1CCC(Cc2ccccc2)CC1	0.6	1.7	-6
40	O=C(O)CSCNC(=O)C12CC3CC(CC(C3)C1)C2	1.2	0.1	-38
41	O=C(NCc1cccc(CNC(=O)C(=O)NCc2ccco2)c1)C(=O)NCc1ccco1	-1.0	-3.0	-23
42	Cc1ccc(Cl)cc1N(CC(=O)NCc1ccc2c(c1)OCO2)S(C)(=O)=O	0.7	-0.8	6

# (cont.)
43. CCOCC(=O)N(CC)Cc1ccccc1
44. COc1ccc(CN(C(=S)Nc2ccccc2)C2CC(=O)N(c3ccc(Cl)cc3)C2=O)cc1 (stereo not drawn)
45. COC(=O)c1ccccc1NC(=S)N1CCN(c2ccccn2)CC1
46. O=C(N/N=C/c1ccccc1C(=O)O)c1ccccc1Br
47. Cc1cc(NC(=O)c2ccc(Br)cc2)nc(C)n1
48. O=C(Nc1c(C(=O)Nc2cccc3ccccc23)cnn1-c1ccccc1)c1ccco1

Assay by compound	43	44	45	46	47	48
Thrombin inh	-10	-6	-7	25	2	3
Furin inh	-8	-8[20 µM]	-6	-1	-16	-17[20 µM]
TRPML3 agonist	0.9	-0.1	1.5	1.5	0.0	-0.4
PPC-1+TRAIL kill	nt	7	-7	32	-2	1
Calpain2 inh	22	0	1	34	6	-34
TRPN1 ag	0.7	1.2	-0.3	2.6	-0.4	0.0
EBV gp42 block	-5	12	-12	0	-13	-11
KCC2 mod	-0.0079	-0.99	-1.9	0.41	-0.84	-1.7
TbHK1 inh	4	2	-4	10	3	-12

49. C=CCN1C(=O)c2cccc3c(N4CCCCC4)ccc(c23)C1=O
50. CC(C)c1ccc(S(=O)(=O)N2CCN(C(=O)c3ccco3)CC2)cc1
51. Cc1ccc(C(=O)NCc2ccc(Cl)cc2)o1
52. COc1ccc(-c2cc(C(F)(F)F)nc(-n3ccnc3)n2)cc1
53. CCCCC(=O)Nc1ccc(C(=O)NNC(=O)CCCOc2ccc(Cl)cc2Cl)cc1
54. O=C(COc1ccc(C(=O)c2ccccc2)cc1)NCc1ccc(F)cc1

Assay by compound	49	50	51	52	53	54
Thrombin inh	3	0	1	-2	-12	-3
Furin inh	-37	-24	-9[20 µM]	-22	-12	-7
TRPML3 agonist	3.9	0.0	-0.2	1.0	-0.1	0.1
PPC-1+TRAIL kill	19	4	12	nt	-2	-7
Calpain2 inh	-51	-17	12	-55	-6	50
TRPN1 ag	9.5	0.9	0.0	0.2	0.5	-0.9
EBV gp42 block	15	1	-14	-1	-10	-22
KCC2 mod	0.42	0.15	0.13	0.14	-0.014	-0.93
TbHK1 inh	-1	-9	0	-10	-9	0

# Bioassay records as filed in PubChem BioAssay.
